FLuc stim CS – affects firefly luciferase, flagging false hits in luciferase stimulation screens; P08659; ATPlite luciferase biochemical, luminescence, 10 min; 0 = ATP-free wells, 1 = DMSO control; activation factor at 10 µM; 200,000 tested, under 10 active;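 active = luciferase activation factor, scaled between plate controls, of at least 2 with compound at 10 µM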
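Assay system: Luciferase/luciferin detection reagent, cell-free biochemical luciferase assay / Read-out: luciferase activation / Benchmarks: No-ATP low control, compound-free enzyme-plus-ATP high control / Medium: PBS buffer for ATP / Detection: luminescence measurement of luciferase light output / Schedule: 10 min at ambient temperature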
G6PDH counter – counter-screen for G6PDH assay hits: L. mesenteroides G6PDH inhibition. Purified L. mesenteroides G6PDH, diaphorase/resazurin coupled fluorescence, 45 min. 200,000 tested, 0.12% active. inhibition, % at 5 µM; in the data active = inhibition above about 50%
Diaphorase act – activates diaphorase or chemically reduces, flagging diaphorase assay artifacts | Diaphorase/resazurin coupled assay, resorufin fluorescence, 16 min; active compounds read high; 1 = vehicle wells, 0 = NADH-free wells | activation factor at 20 µM | AID 1229 | 190,000 tested, 0.005% active;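 active = diaphorase activity raised at least twofold by the compound at 20 µM; inactive = activation factor below 2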
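Material: Clostridium kluyveri diaphorase, purified enzyme; Quantity: enzyme 0.07 U/mL final; Medium: HEPES pH 7.4 buffer with MgCl2 and Tween 20; Dosing: single compound dose of 20 µM, 1% DMSO final; Schedule: 16 min reaction at room temperature; Measured by: red resorufin fluorescence at 544/590 nm excitation/emission.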
Diaph inh CS – counter-screen for diaphorase-based assays: diaphorase inhibitors and chemical oxidizers; diaphorase resazurin-to-resorufin fluorescence, NADH, 16 min; bacterial (C. kluyveri) enzyme, not human; inhibition, % at 20 µM; AID 1217; 190,000 tested, 0.69% active;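 active = primary screen inhibition at 20 µM above a set limit, cut at about 50% in these data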;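 note: plate controls were DMSO with full reaction for no effect and wells lacking NADH for full effect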
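Test system: Clostridium kluyveri diaphorase enzyme / Quantity: diaphorase at 0.14 U/mL in enzyme working solution / Incubation: 16-min room-temperature incubation before reading / Benchmarks: NADH-free wells as positive control, DMSO-only neutral wells / Signal: resorufin fluorescence 544/590 nm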
FLuc inh counter – counter-screen for luciferase assay inhibitors: firefly luciferase inhibition | inhibition, % at 10 µM | 200,000 tested, 1.5% active | ATPLite firefly luciferase biochemical luminescence, 10 min | P08659;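 active = inhibition above about 50% when tested at 10 µM, limit read from the data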
APP 5UTR inh – APP translation inhibition. SH-SY5Y APP 5'UTR-luciferase reporter, luminescence. inhibition, % at 2 µM. 190,000 tested, 0.82% active. AID 1285;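 active = inhibition above a set limit, derived from the sample mean plus 3 SD, cut at about 45% in these data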; note: values of inactives mirror those of a sister screen read the other way
APP 5'UTR act – APP 5'UTR luciferase reporter activation; 190,000 tested, 1% active; SH-SY5Y APP 5'UTR luciferase reporter, luminescence; zero percent = DMSO vehicle wells; activation, % at 2 µM;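 active = activation above a set limit, based on mean plus 3 SD of controls, cut at about 140% in these data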; note: values of inactives mirror those of a sister screen read the other way
TLR4-MyD88 BLA – blocks binding of human TLR4 to MyD88 | AID 861 | O00206+Q99836 | inhibition, % at 8.4 µM | 200,000 tested, 0.18% active | HeLa CL3-4 TLR4/MyD88 BLA complementation, FRET ratio; in the data active = inhibition above about 25%;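 note: 0% = vehicle and 100% = reference inhibitor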
Target sequence (O00206 whole entry, looked up): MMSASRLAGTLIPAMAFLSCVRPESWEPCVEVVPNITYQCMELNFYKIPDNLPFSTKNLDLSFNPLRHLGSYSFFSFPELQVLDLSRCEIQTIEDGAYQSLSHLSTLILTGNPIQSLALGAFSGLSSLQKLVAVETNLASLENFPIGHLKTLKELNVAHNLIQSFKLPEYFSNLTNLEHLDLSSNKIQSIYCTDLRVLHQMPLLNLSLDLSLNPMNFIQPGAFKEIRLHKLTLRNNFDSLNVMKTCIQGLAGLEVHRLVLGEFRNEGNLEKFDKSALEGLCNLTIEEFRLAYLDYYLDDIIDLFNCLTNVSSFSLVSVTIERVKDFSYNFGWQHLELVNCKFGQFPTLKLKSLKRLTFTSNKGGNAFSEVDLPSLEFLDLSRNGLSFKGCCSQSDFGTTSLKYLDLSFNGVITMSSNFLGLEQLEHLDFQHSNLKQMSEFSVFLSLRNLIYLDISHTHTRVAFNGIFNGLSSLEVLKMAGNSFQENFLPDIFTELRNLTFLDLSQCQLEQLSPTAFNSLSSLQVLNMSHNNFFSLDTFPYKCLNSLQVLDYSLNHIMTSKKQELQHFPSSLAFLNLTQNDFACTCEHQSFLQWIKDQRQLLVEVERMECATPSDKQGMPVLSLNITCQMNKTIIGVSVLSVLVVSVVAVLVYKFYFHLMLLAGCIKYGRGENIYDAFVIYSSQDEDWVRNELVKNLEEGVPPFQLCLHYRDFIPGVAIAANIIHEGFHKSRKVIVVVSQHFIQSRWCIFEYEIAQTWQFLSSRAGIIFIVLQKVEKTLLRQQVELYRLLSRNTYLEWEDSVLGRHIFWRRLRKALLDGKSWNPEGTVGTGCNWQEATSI
Target sequence (Q99836 whole entry, looked up): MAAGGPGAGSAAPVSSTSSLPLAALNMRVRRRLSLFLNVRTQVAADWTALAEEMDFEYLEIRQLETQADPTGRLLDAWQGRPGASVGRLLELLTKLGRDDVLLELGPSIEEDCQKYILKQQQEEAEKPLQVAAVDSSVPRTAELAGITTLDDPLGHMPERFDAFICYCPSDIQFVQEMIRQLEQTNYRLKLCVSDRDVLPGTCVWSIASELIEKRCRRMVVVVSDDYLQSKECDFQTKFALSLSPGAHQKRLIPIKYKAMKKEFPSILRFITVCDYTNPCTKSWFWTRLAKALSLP
NF-kB neuron act – compounds increasing NF-kB expression in human neuronal cells; fold change at 12.5 µM; 190,000 tested, 1.6% active; NF-kB reporter expression; active compounds read high; in the data active = fold change above about 3.3
STAT1 activator – increases IFN-gamma driven STAT1 reporter signal | NIH 3T3 STAT1-luciferase reporter, luminescence; 100% = IFN-gamma alone, no compound | activation (% of control), % at 5.5 µM | 200,000 tested, 2.6% active | AID 932;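 active = activation above the screen-wide mean activation plus 3 SD, cut at about 130% in these data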;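 note: raw ratio to IFN-gamma control signal so 100% means no change and 0% no light; values of inactives mirror those of a sister screen read the other way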
An asterisk follows results filed as active; . = not tested or not shown.

1: CC(=O)OC(COc1cccc(C)c1)Cn1cnc2ccccc21 (stereo unspecified)
2: Cc1ccccc1OCCCC(=O)Nc1nncs1
3: COc1cccc(CNC(=O)C2CCN(S(=O)(=O)N3CCC4(CC3)OCCO4)CC2)c1
4: COc1ccccc1NC(=O)c1cc(Br)ccc1Cl
5: CCN(CC)CCOc1nc(C)nc2c1oc1ccccc12
6: CC(C)C[C@H](NC(=O)OC(C)(C)C)c1nnc(SCC(=O)Nc2ccc(Br)cc2)o1
7: O=C(Nc1ccc(S(=O)(=O)NCc2cccnc2)cc1)c1ccccc1Cl
8: CCc1ccccc1NC(=O)CN(C)C(=O)COc1ccc(C)nc1[N+](=O)[O-]
screen / no.,1,2,3,4,5,6,7,8
FLuc stim CS,1,1,1.1,1.1,1.1,1,1.1,1.1
G6PDH counter,9.4,15.4,1.6,3.2,0.5,7.7,-1.5,0.8
Diaphorase act,0.8,1,0.9,0.9,0.9,0.7,1,0.9
Diaph inh CS,24.8,-3.1,5.7,10.7,12.1,29.4,3.9,14.8
FLuc inh counter,0.3,3.9,-11.1,-6.8,-6.4,-3.6,-9.0,-8.0
APP 5UTR inh,7.0,-4.5,-11.1,-3.9,10.3,-5.3,5.3,-7.8
APP 5'UTR act,-7.0,4.5,11.1,3.9,-10.3,5.3,-5.3,7.8
TLR4-MyD88 BLA,2.7,7.2,-1.1,8.6,-5.6,7.8,-5.1,-6.6
NF-kB neuron act,1.13,1.13,1.18,1,1.14,0.86,0.83,0.9
STAT1 activator,108.5,115.2,102.0,105.3,98.7,97.1,89.2,99.7

9: COc1ccc(OC)c(NC(=O)C2CCCCC2)c1
10: O=C(COc1ccc(Cl)cc1Cl)N(c1ccccn1)C1CCCCC1
11: Cn1nnnc1SCC(=O)NCc1cccs1
12: CN1CCC/C1=C/C=C1\SC(=S)NC1=O
13: O=C(CN1CCN(C/C=C/c2ccccc2)CC1)NC(=O)NC1CCCCC1
14: CC(NC(=O)c1ccccc1Cl)C1COc2ccccc2O1 (stereo unspecified)
15: O=C(NNC(=O)c1ccccc1-n1cccc1)c1ccc(Cl)cc1Cl
16: O=C(Nc1ccccc1Br)C(=O)N1CCCC1
screen / no.,9,10,11,12,13,14,15,16
FLuc stim CS,1,1.1,1,0.9,1.1,1,1.1,1
G6PDH counter,4.1,-9.1,3.1,-10.7,-3.0,12.7,13.4,6.6
Diaphorase act,0.9,0.8,0.9,0.7,1,0.9,0.9,0.9
Diaph inh CS,13.9,15.0,5.9,34.5,3.3,13.0,5.3,12.0
FLuc inh counter,-3.4,-6.3,-3.8,8.3,-7.9,2.2,-7.5,-1.6
APP 5UTR inh,2.0,-26.5,14.5,-16.4,-10.4,-11.3,3.1,-3.7
APP 5'UTR act,-1.9,26.5,-14.5,16.4,10.3,11.3,-3.1,3.7
TLR4-MyD88 BLA,-9.3,1.1,-4.7,14.8,-5.6,-0.3,-3.2,0.7
NF-kB neuron act,1.34,0.67,1.34,1.84,0.93,1.49,0.98,1.41
STAT1 activator,103.8,98.6,95.2,113.1,98.7,109.1,101.5,127.1

Brought forward from above: three entries, then new ones.
14: CC(NC(=O)c1ccccc1Cl)C1COc2ccccc2O1 (stereo unspecified)
15: O=C(NNC(=O)c1ccccc1-n1cccc1)c1ccc(Cl)cc1Cl
16: O=C(Nc1ccccc1Br)C(=O)N1CCCC1
17: Cc1ccc(Cl)cc1N1CCN(C(=O)c2ccc3nc[nH]c3c2)CC1
18: Cn1c(=O)c2c(nc(OCC3COC(C)(C)O3)n2Cc2ccccc2F)n(C)c1=O (stereo unspecified)
19: O=C(CSc1nnc(-c2ccc(Br)cc2)o1)N1CCN(C(=O)c2ccco2)CC1
20: CCN1CCC(=NNC(=O)c2ccc(C)c([N+](=O)[O-])c2)CC1
21: O=C(NNC(=O)c1ccco1)c1ccccc1
22: O=C(NNC(=O)c1sccc1-n1cccc1)Nc1ccccc1
23: Cc1ccc(C2CC(=O)N(c3ccc(F)cc3)C3=C2C(=O)CCC3)cc1 (stereo unspecified)
24: Cc1nn(C)cc1C(C)NC(=O)c1cc(COc2c(F)cccc2F)on1 (stereo unspecified)
screen / no.,14,15,16,17,18,19,20,21,22,23,24
FLuc stim CS,1,1.1,1,1.1,1,1,1.1,1,1,1,1
G6PDH counter,12.7,13.4,6.6,-0.4,3.1,-4.4,-1.4,-6.2,2.1,3.0,7.9
Diaphorase act,0.9,0.9,0.9,0.8,0.9,0.8,1,0.9,1,1.1,0.9
Diaph inh CS,13.0,5.3,12.0,20.1,6.2,19.0,-0.4,8.0,2.9,-13.2,10.2
FLuc inh counter,2.2,-7.5,-1.6,-7.2,-2.7,0.6,-8.7,4.1,-2.7,-1.9,-3.0
APP 5UTR inh,-11.3,3.1,-3.7,-9.0,-9.0,-8.0,0.1,-21.1,12.1,1.0,-14.1
APP 5'UTR act,11.3,-3.1,3.7,9.0,9.0,8.0,-0.1,21.1,-12.1,-1.0,14.1
TLR4-MyD88 BLA,-0.3,-3.2,0.7,2.2,4.9,-4.2,1.3,-3.3,-0.6,9.4,-0.8
NF-kB neuron act,1.49,0.98,1.41,0.81,0.76,0.77,0.95,1,0.87,1.12,1.11
STAT1 activator,109.1,101.5,127.1,97.3,92.6,89.0,103.7,108.5,103.3,104.9,99.1

25: CCn1cnc2cc(NCc3cccs3)ccc21
26: Cc1csc(NC(=O)CS(=O)(=O)Cc2ccccc2)n1
27: O=C(O)c1cc(NS(=O)(=O)c2ccc(N3CCCCC3)c([N+](=O)[O-])c2)cc(C(=O)O)c1
28: CCn1nc(C)c(NC(=O)CC23CC4CC(CC(C4)C2)C3)c1C
29: O=C(NCc1ccccn1)c1cc(-c2ccccc2)nc2ccccc12
30: COc1ccc(N/C=C/C(=O)c2ccc3c(c2)OCO3)cc1OC
31: COc1cc([N+](=O)[O-])ccc1NC(=O)CN(C)C
32: CC1CCN(C(=O)C2CC(c3ccc(F)cc3)=NO2)CC1 (stereo unspecified)
screen / no.,25,26,27,28,29,30,31,32
FLuc stim CS,1,1.1,1.1,1,1,0.4,1,1
G6PDH counter,4.1,22.2,2.5,13.6,0.4,-6.1,13.2,7.7
Diaphorase act,0.8,0.9,0.8,0.9,0.9,1,0.9,0.9
Diaph inh CS,21.2,7.2,15.6,5.6,5.7,3.9,11.5,5.2
FLuc inh counter,3.4,-5.3,-5.0,3.1,1.0,59.6*,0.4,-1.5
APP 5UTR inh,-37.5,4.8,6.7,-15.9,13.4,-13.2,-0.2,-15.2
APP 5'UTR act,37.5,-4.8,-6.7,15.9,-13.4,13.2,0.2,15.2
TLR4-MyD88 BLA,-0.9,-10.4,1.2,-5.0,5.4,-5.5,-1.5,4.2
NF-kB neuron act,1.73,1.16,1.29,0.85,0.58,1.78,1.04,1.55
STAT1 activator,123.9,98.0,97.6,95.8,98.0,161.1*,114.6,129.3*

33: Cc1ccc2nsnc2c1S(=O)(=O)NCc1cccnc1
34: COc1cccc(CN2CCN(C3CCN(c4ccccc4F)CC3)CC2CCO)c1 (stereo unspecified)
35: Fc1ccccc1OCCCCSc1ncccn1
36: CCOC(=O)N1CCC(N(CCN(C)C)C(=S)Nc2ccc(Oc3ccccc3)cc2)CC1
37: CCCCN(C(=O)Cn1nnc2ccccc21)C(C(=O)NCCOC)c1ccc(OC)cc1OC (stereo unspecified)
38: CCC(=O)N1c2ccc(S(=O)(=O)N(CCO)Cc3ccccc3)cc2CC1C (stereo unspecified)
39: CCC(C)(C)NC(=O)Cc1ccc(C)cc1
40: COc1ccc(NC(=O)c2cccs2)c([N+](=O)[O-])c1
screen / no.,33,34,35,36,37,38,39,40
FLuc stim CS,0.9,1.1,1,1.1,1.1,1,1,0.9
G6PDH counter,10.0,2.0,-1.1,1.2,3.1,4.8,17.8,6.5
Diaphorase act,0.9,1,0.9,0.9,0.9,0.9,1,0.9
Diaph inh CS,6.3,2.6,10.9,14.9,12.2,9.4,-0.2,6.5
FLuc inh counter,7.7,-5.1,-3.9,-5.6,-6.0,-4.7,0.6,8.8
APP 5UTR inh,-10.6,-9.5,-16.6,10.3,.,-15.2,7.9,-60.4
APP 5'UTR act,10.6,9.5,16.6,-10.3,.,15.2,-7.9,60.4
TLR4-MyD88 BLA,5.1,0.2,-11.9,-3.4,.,-6.3,-7.5,-12.1
NF-kB neuron act,1.08,1.19,1.23,0.83,0.96,0.85,1.13,2.62
STAT1 activator,95.3,99.5,110.6,96.1,.,102.5,86.7,119.7

41: CSC1=NCCN1C(=O)c1c(-c2ccccc2Cl)noc1C
42: CC(NC(=O)CC1SC(N)=NC1=O)c1ccccc1 (stereo unspecified)
43: CC(C)CC(NC(N)=O)C(=O)Nc1ccc(Oc2ccccc2)cc1 (stereo unspecified)
44: CC(=O)Nc1ccc(CN2CCN(c3cccc(C(F)(F)F)c3)CC2)cc1
45: CN1CCN(C(=O)C2=C[C@@H](C3CCCCC3)C[C@@H](OCCCCO)O2)CC1
46: CC(C)Sc1nc2c(cnn2-c2ccccc2)c(=O)[nH]1
47: CCC(C(=O)NC(C)(C)C)N(C(=O)c1ccc(Cl)nc1)C1CCCC1 (stereo unspecified)
48: CNC(=O)COc1cccc(C(=O)NCc2ccccc2)c1
screen / no.,41,42,43,44,45,46,47,48
FLuc stim CS,1.1,1.1,1.1,1.1,1.1,1.1,1.1,1.1
G6PDH counter,1.8,9.6,4.5,-3.5,14.9,-30.8,6.1,-4.4
Diaphorase act,1,1.1,0.8,0.8,1,0.9,0.9,0.9
Diaph inh CS,-1.7,-9.9,15.6,23.0,2.1,7.8,5.8,14.5
FLuc inh counter,-5.7,-6.6,-6.4,-5.9,-7.4,-7.7,-5.1,-5.5
APP 5UTR inh,7.8,-2.2,-2.8,-21.9,5.5,-41.5,-11.7,-9.1
APP 5'UTR act,-7.8,2.2,2.8,21.9,-5.5,41.5,11.7,9.1
TLR4-MyD88 BLA,-4.0,-3.4,0.4,5.0,-5.1,4.1,-6.0,8.3
NF-kB neuron act,0.98,0.94,0.87,1.08,1.11,1.19,1.07,1.18
STAT1 activator,92.1,98.9,102.4,98.8,105.1,95.6,99.9,98.4

49: COCCn1c(=N)c(C(=O)NCc2ccco2)cc2c(=O)n3cc(C)ccc3nc21
50: CCc1cccc(NC(=O)Nc2cccs2)c1
51: N#Cc1cccc(C(c2nnnn2Cc2ccccc2)N2CCCC2)c1 (stereo unspecified)
52: CC1=C(C(=O)OCC2CCCO2)C(c2coc3ccccc3c2=O)C2=C(CC(C)(C)CC2=O)N1 (stereo unspecified)
53: CCCOc1ccc(C(=O)NNC(=S)NC(=O)CC)cc1
screen / no.,49,50,51,52,53
FLuc stim CS,1,0.7,1.1,1.1,1
G6PDH counter,19.0,-9.4,2.1,5.5,7.1
Diaphorase act,.,0.8,0.8,0.9,0.8
Diaph inh CS,.,16.8,17.9,6.2,15.6
FLuc inh counter,-3.9,33.0,-8.1,-5.3,-3.2
APP 5UTR inh,1.3,-42.8,-3.2,-14.6,-1.9
APP 5'UTR act,-1.3,42.8,3.2,14.6,1.9
TLR4-MyD88 BLA,2.4,0.2,2.7,0.9,-7.5
NF-kB neuron act,1.08,1.7,1.04,0.98,2.06
STAT1 activator,101.9,132.7*,100.7,92.8,102.6

Compound activity as filed in PubChem.
